M4 PAM = human M4 muscarinic receptor positive allosteric modulators, primary screen, CHO-K1 cells, Fluo-8 calcium fluorescence; Muscarinic acetylcholine receptor M4 (Homo sapiens), P08173; activation, % at 3 µM; hit rate 0.4% among 360,000; CHO-K1 hM4/Gqi5, ACh EC20; 0% = ACh EC20, 100% = maximal ACh;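 active = activation above its plate's cutoff, the mean activation of sample wells plus 3 SD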; also: some results filed as inactive read as strong as hits
Target sequence (P08173 whole entry, looked up): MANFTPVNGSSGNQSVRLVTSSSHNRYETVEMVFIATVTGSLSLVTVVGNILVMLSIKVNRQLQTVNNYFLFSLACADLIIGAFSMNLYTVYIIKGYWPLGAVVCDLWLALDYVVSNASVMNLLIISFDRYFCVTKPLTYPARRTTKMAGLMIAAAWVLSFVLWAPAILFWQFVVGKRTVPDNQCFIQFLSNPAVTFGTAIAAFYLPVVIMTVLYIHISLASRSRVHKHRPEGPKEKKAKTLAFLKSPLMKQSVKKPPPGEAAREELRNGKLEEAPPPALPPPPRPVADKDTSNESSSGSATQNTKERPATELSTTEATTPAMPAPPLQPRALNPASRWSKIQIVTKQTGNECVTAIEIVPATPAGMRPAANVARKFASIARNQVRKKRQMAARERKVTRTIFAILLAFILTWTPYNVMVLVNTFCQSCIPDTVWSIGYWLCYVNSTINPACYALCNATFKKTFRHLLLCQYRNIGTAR
M5 PAM = human M5 muscarinic receptor positive allosteric modulators, primary screen, CHO-K1 cells, Fluo-8 calcium fluorescence; CHO-K1 hM5, ACh EC20 PAM; 0% = ACh EC20, 100% = ACh EC100; activation, % at 3 µM; hit rate 0.3% among 360,000; Muscarinic acetylcholine receptor M5 (Homo sapiens), P08912;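 active = activation above the run cutoff, the mean activation of all test compounds plus 3 SD, cut at about 18% in these data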
Target sequence (P08912 whole entry, looked up): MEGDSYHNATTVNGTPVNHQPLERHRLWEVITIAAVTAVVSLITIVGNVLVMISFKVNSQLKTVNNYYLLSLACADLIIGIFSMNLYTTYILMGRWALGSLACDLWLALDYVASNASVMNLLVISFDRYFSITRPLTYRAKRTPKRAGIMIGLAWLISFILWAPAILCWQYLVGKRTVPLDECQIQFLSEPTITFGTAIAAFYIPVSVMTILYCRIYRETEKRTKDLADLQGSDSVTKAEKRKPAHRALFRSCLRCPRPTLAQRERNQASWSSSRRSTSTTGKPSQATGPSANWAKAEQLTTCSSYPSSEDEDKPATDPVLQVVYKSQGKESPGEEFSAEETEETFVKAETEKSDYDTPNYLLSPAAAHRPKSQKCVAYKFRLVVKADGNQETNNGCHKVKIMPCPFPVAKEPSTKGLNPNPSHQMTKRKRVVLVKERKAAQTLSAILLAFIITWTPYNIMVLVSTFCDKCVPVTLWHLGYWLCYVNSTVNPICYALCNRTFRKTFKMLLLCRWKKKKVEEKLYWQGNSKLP
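System – CHO-K1 hM5 cells · Compound – 3 µM, single dose · Incubation – compound preincubation 140 s before EC20 acetylcholine addition · Technique – Fluo-8 calcium fluorescence · Measure – Max/basal fluorescence ratio as % of EC20–EC100 ACh window · Benchmarks – low control EC20 acetylcholine (0%), high control EC100 acetylcholine (100%) · Replication – singlicate, one well per test compound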
M5 ag = human M5 muscarinic receptor agonists, primary screen, CHO-K1 cells, Fluo-8 calcium fluorescence. AID 624037, 2012. CHO-K1 hM5 cells; 0% DMSO wells, 100% maximal acetylcholine response. activation, % at 3 µM. hit rate 0.19% among 360,000;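 active = activation above the run's mean over test compounds plus 3 SD, cut at about 23% in these data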;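 also: signal is peak over basal fluorescence ratio across the kinetic read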
CHRM4 antagonist = human M4 muscarinic receptor antagonists, primary screen, CHO cells, Fluo-8 calcium fluorescence | AID 624125, 2012 | hit rate 0.73% among 360,000 | CHO-hM4 cells, ACh EC80 | Muscarinic acetylcholine receptor M4 (Homo sapiens), P08173 | inhibition, % at 3 µM;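 active = inhibition above its plate's cutoff, the mean inhibition of sample wells plus 3 SD, cut at about 27% in these data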;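 also: 0% = acetylcholine EC80 with DMSO and 100% = DMSO without agonist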
M4 ag = human M4 muscarinic receptor agonists, primary screen, CHO-K1 cells, Fluo-8 calcium fluorescence; hit rate 0.14% among 360,000; CHO-K1 hM4/Gqi5; vehicle 0%, full acetylcholine response 100%; Muscarinic acetylcholine receptor M4 (Homo sapiens), P08173; activation, % at 3 µM;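 active = activation above the run mean over all test wells plus 3 SD, cut at about 32% in these data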;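 also: peak over basal fluorescence ratio per well then scaled between controls; 0% = DMSO wells and 100% = acetylcholine at EC100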
M1 PAM = human M1 muscarinic receptor positive allosteric modulators, primary screen, CHO-K1 cells, Fluo-8 calcium fluorescence, 1536-well; hit rate 0.088% among 360,000; CHO-K1 hM1, ACh EC20; 0% = ACh EC20, 100% = maximal ACh; activation, % at 3 µM; Muscarinic acetylcholine receptor M1 (Homo sapiens), P11229; in the data active = activation above about 19%, passing the limit was not always enough
CHRM1 antagonist = human M1 muscarinic receptor antagonists, primary screen, CHO-K1 cells, Fluo-8 calcium fluorescence, 1536-well. CHO-K1 hM1, ACh EC80 antagonist. AID 588852, 2011. hit rate 1.3% among 360,000. Muscarinic acetylcholine receptor M1 (Homo sapiens), P11229. inhibition, % at 3 µM;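 active = percent inhibition above its own plate's cutoff, namely the mean of that plate's compound wells plus 3 SD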;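 also: peak over basal fluorescence ratio during 140 s after agonist addition; 0% = ACh EC80 plus DMSO and 100% = DMSO alone without agonist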
CRFBP-R2 agonist = agonists of CRF-BP/CRF-R2 complex, primary screen, cell-based, HEK293, calcium dye fluorescence, uHTS; hit rate 0.46% among 350,000; activation, % at 13.2 µM; calcium dye fluorescence (FLIPR); percent of saturating CRF peptide response; CRF-binding protein / CRF receptor 2 complex (human);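 active = activation of at least 50%, plus an integration ratio under a set limit after plate pattern correction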;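 also: plate controls were neutral control wells without compound for no effect and CRF at EC100 for full effect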
CHRM5 antagonist = human M5 muscarinic receptor antagonists, primary screen, CHO cells, Fluo-8 calcium fluorescence. Muscarinic acetylcholine receptor M5 (Homo sapiens), P08912. AID 624040, 2012. CHO-hM5 cells, ACh EC80. hit rate 0.59% among 360,000. inhibition, % at 3 µM;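 active = inhibition above a per-plate cutoff, the mean of that plate's test compounds plus 3 SD, cut at about 27% in these data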;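 also: 0% = acetylcholine EC80 with DMSO and 100% = DMSO without agonist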
Numbers without * were called inactive; / = no result given. Outcome played no part in choosing rows. About 2.8% of those tested had a hit in this group.

The first 16 compounds, to show the layout:
SMILES	M4 PAM	M5 PAM	M5 ag	CHRM4 antagonist	M4 ag	M1 PAM	CHRM1 antagonist	CRFBP-R2 agonist	CHRM5 antagonist
O=C(Nc1ccc(F)c(F)c1)C1CCCN(S(=O)(=O)c2cnc[nH]2)C1 (stereo not given)	-2	-4	0	1	1	0	2	1.4	1
CCOC(=O)CNC(=O)CSc1nc2nc(C)c(Br)cc2[nH]1	3	-3	-6	-7	1	4	-31	2.7	-5
Cn1ccc(/C=N/N=C2/NC(=O)CS2)n1	3	6	1	2	1	12	-3	-0.1	12
CCCOC(=O)c1ccc(NC(=O)c2cnccn2)cc1	-4	-2	2	8	3	-2	10	-0.8	1
CCOC(=O)c1nc(Nc2ccccc2CC)c2ccccc2n1	3	-3	1	-2	2	12	-17	-0.5	13
Cc1ccc(C(=O)N/C(=C\c2ccco2)C(=O)NCc2cccnc2)cc1	5	3	-2	1	0	5	-14	0.5	-7
CC1(C)S[C@@H]2[C@H](NC(=O)C(C(=O)O)c3ccccc3)C(=O)N2[C@H]1C(=O)O (stereo not given in full)	3	7	1	-6	1	-1	-28	-1.8	1
CSc1cccc(NC(=O)c2ccc(CN3CCc4ccccc4C3)cc2)c1	-9	-4	-7	-17	4	4	-22	4.3	0
COC(=O)C1CCN(C(=O)c2ccc3nc(-c4cccc(OC)c4)oc3c2)CC1	-7	-8	0	-3	5	-2	1	0.2	8
CCn1c(SCC(=O)N/N=C/c2ccccc2OCC(=O)O)nnc1-c1ccc(C(C)(C)C)cc1	17	5	3	9	0	4	8	-0.3	-2
O=C(CSc1nccn(-c2cccc(F)c2)c1=O)Nc1ccc(Cl)cc1F	11	1	-2	-6	5	7	-10	0.1	6
CN(Cc1ccco1)C(=O)C(Cc1ccccc1)NS(=O)(=O)c1ccc2c(c1)CCC(=O)N2 (stereo not given)	-3	-1	3	-4	4	4	-10	0.6	0
COc1ccc(N(S(=O)(=O)c2ccccc2)S(=O)(=O)c2ccccc2)c(N)c1	-5	-29	-2	11	12	-10	14	0.6	19
CC(=O)N1CCc2c(sc3c2c(=O)n(-c2ccccc2)c(=O)n3CC(=O)NCC2CCCO2)C1 (stereo not given)	11	-1	1	-16	2	23	-18	-0.1	-1
CCOC(=O)c1sc(NC(=O)c2ccc(S(=O)(=O)N3CCOCC3)cc2)nc1-c1ccccc1	1	5	3	-3	1	9	-1	3.3	-9
COc1ccc(Br)cc1/C=C\C(=O)NCc1cccnc1	-12	-13	0	-5	10	-11	4	2.5	-11

The listing (from the top)
SMILES	M4 PAM	M5 PAM	M5 ag	CHRM4 antagonist	M4 ag	M1 PAM	CHRM1 antagonist	CRFBP-R2 agonist	CHRM5 antagonist
O=C(Nc1ccc(F)c(F)c1)C1CCCN(S(=O)(=O)c2cnc[nH]2)C1 (stereo not given)	-2	-4	0	1	1	0	2	1.4	1
CCOC(=O)CNC(=O)CSc1nc2nc(C)c(Br)cc2[nH]1	3	-3	-6	-7	1	4	-31	2.7	-5
Cn1ccc(/C=N/N=C2/NC(=O)CS2)n1	3	6	1	2	1	12	-3	-0.1	12
CCCOC(=O)c1ccc(NC(=O)c2cnccn2)cc1	-4	-2	2	8	3	-2	10	-0.8	1
CCOC(=O)c1nc(Nc2ccccc2CC)c2ccccc2n1	3	-3	1	-2	2	12	-17	-0.5	13
Cc1ccc(C(=O)N/C(=C\c2ccco2)C(=O)NCc2cccnc2)cc1	5	3	-2	1	0	5	-14	0.5	-7
CC1(C)S[C@@H]2[C@H](NC(=O)C(C(=O)O)c3ccccc3)C(=O)N2[C@H]1C(=O)O (stereo not given in full)	3	7	1	-6	1	-1	-28	-1.8	1
CSc1cccc(NC(=O)c2ccc(CN3CCc4ccccc4C3)cc2)c1	-9	-4	-7	-17	4	4	-22	4.3	0
COC(=O)C1CCN(C(=O)c2ccc3nc(-c4cccc(OC)c4)oc3c2)CC1	-7	-8	0	-3	5	-2	1	0.2	8
CCn1c(SCC(=O)N/N=C/c2ccccc2OCC(=O)O)nnc1-c1ccc(C(C)(C)C)cc1	17	5	3	9	0	4	8	-0.3	-2
O=C(CSc1nccn(-c2cccc(F)c2)c1=O)Nc1ccc(Cl)cc1F	11	1	-2	-6	5	7	-10	0.1	6
CN(Cc1ccco1)C(=O)C(Cc1ccccc1)NS(=O)(=O)c1ccc2c(c1)CCC(=O)N2 (stereo not given)	-3	-1	3	-4	4	4	-10	0.6	0
COc1ccc(N(S(=O)(=O)c2ccccc2)S(=O)(=O)c2ccccc2)c(N)c1	-5	-29	-2	11	12	-10	14	0.6	19
CC(=O)N1CCc2c(sc3c2c(=O)n(-c2ccccc2)c(=O)n3CC(=O)NCC2CCCO2)C1 (stereo not given)	11	-1	1	-16	2	23	-18	-0.1	-1
CCOC(=O)c1sc(NC(=O)c2ccc(S(=O)(=O)N3CCOCC3)cc2)nc1-c1ccccc1	1	5	3	-3	1	9	-1	3.3	-9
COc1ccc(Br)cc1/C=C\C(=O)NCc1cccnc1	-12	-13	0	-5	10	-11	4	2.5	-11
COc1cccc(CNc2ccc(S(=O)(=O)N3CCN(C)CC3)cn2)c1	-1	4	-1	4	0	-1	9	0.9	7
CCCn1nnnc1SCC(=O)c1ccc(NC(C)=O)cc1	-1	10	0	-4	1	7	-11	-1.7	-15
Cc1ccc(/C=C(\NC(=O)c2ccccc2)C(=O)OCc2ccccc2)cc1	1	-11	-4	5	1	-8	15	1.2	12
C[C@@H](C(=O)OCC(=O)NCCc1ccc(S(N)(=O)=O)cc1)N1C(=O)C2CCCCC2C1=O (stereo not given in full)	8	11	-3	-15	1	3	1	-0.9	-3
Cc1cc2c(c(SCC(=O)NCc3ccccc3Cl)n1)C(=O)OC2	-2	-10	-18	-8	1	-4	8	0.1	0
C/C(=N\Nc1ccc(F)cc1F)c1ccc(Br)s1	5	-4	-1	-1	0	-1	-4	0.0	4
COc1ccc(CCNC(=O)c2oc3ccc(S(=O)(=O)N4CCOCC4)cc3c2C)cc1OC	6	-9	3	7	9	3	3	-0.5	2
CCCC(=O)N1CCN(c2ccc(NC(=O)c3cc4ccccc4o3)cc2Cl)CC1	-21	-20	3	38*	19	-17	55*	-0.1	21
COc1ccc(OC)c(-c2cc(C(=O)N3CCOCC3)no2)c1	-5	-1	-2	8	0	6	-3	-1.1	18
CN(C)/C=C(\C(=O)c1ccccc1)c1nnnn1-c1ccc(F)cc1	-19	-4	3	-3	12	-2	3	1.7	2
COc1ccc(CCNC(=O)c2cc(-c3ccc(Cl)c(Cl)c3)oc2C)cc1	2	-5	2	-10	2	-1	2	9.5	4
O=S(=O)(Nc1c(F)cccc1F)c1ccc2c(c1)OCCO2	0	-5	-2	1	3	1	3	0.9	11
CCN(CC(=O)Nc1c(F)cccc1F)C(=O)CCC(=O)c1ccc(F)cc1	6	1	-1	-3	1	8	-1	-0.2	-1
CC(C)CNC(=S)N1CCC(C(=O)c2ccc3c(c2)OCCO3)CC1	5	9	3	-10	10	6	-8	2.0	5
Cn1c(=O)c2c(nc(CCc3ccccc3)n2C)n(C)c1=O	3	-1	4	-5	1	6	-11	-1.2	12
Cc1cc(N2CCN(c3cccc(C(F)(F)F)c3)CC2)n2nc(C)nc2n1	8	-3	-4	-2	0	31*	8	-8.7	-6
C#CCN1C=CC(=O)[C@@H](OC(=O)Nc2ccccc2Br)[C@H]1c1ccccc1Br	-1	2	1	-11	1	0	1	-0.3	-1
N=C1C(=O)NC(=O)C1c1ccccc1 (stereo not given)	-4	-1	0	4	0	-4	3	0.1	18
CCCNC(=O)C1(C)CCCN(CC(=O)c2ccc3c(c2)OCCO3)C1 (stereo not given)	-1	0	0	4	1	10	-10	/	7
O=C(NCCCO)c1cc2ccccc2[nH]1	-2	3	0	1	2	11	-9	0.0	0
COc1ccc(CCCNC(=O)C2CCC(=O)N(CC3CCCCC3)C2)cc1 (stereo not given)	10	-3	-1	-13	5	15	-10	-3.2	9
COC(=O)c1sc2nc(CSc3nc4ccc(C)cc4[nH]3)[nH]c(=O)c2c1C	5	2	-3	3	2	-6	11	0.0	17
NC(=O)c1nn(-c2ccc(Oc3ccccc3)cc2)c(=O)cc1O	1	-12	-1	-1	1	-2	2	1.4	-12
O=C(O)CNC(=O)/C(=C\c1ccco1)NC(=O)c1ccco1	-1	9	7	3	0	7	-11	-0.7	-7
CCC(=O)Nc1ccc2c(c1)ncn2-c1ccc(C)cc1	-5	-8	3	-3	1	5	-6	0.1	2
N#CC1=C(N)C2=CCCC[C@H]2[C@H](c2cccc(F)c2)C1(C#N)C#N	-2	-3	0	12	1	5	2	11	5
COc1ccc(Cc2nc(C(=O)Nc3ccc(F)cc3)cs2)cc1	-3	1	1	8	4	3	-18	0.9	-2
Cc1ccc(-c2c(NCCc3ccccc3)c(=O)c2=O)cc1	-1	8	-2	-18	1	15	-6	-0.4	1
COc1ccc(NC(=O)CCc2ccccc2)cc1NC(=O)c1ccco1	0	0	-2	-2	2	1	-7	-2.4	-3
O=C(CCNC(=O)c1ccc(Br)cc1)Nc1nccs1	14	-1	0	-19	2	6	2	0.0	9
O=C(CCCC1=NS(=O)(=O)c2ccccc2N1)OCc1ccc(Cl)cc1	-4	2	14	-8	13	3	-1	-2.7	2
O=[N+]([O-])c1ccc(N2CCN(S(=O)(=O)c3ccc(Cl)cc3)CC2)cc1NCC1CCCO1 (stereo not given)	12	0	1	3	0	13	-8	-0.5	3
COc1ccc(/C=N/NC(=O)c2ccccc2Cl)cc1CSc1nc2ccccc2s1	2	-3	-1	4	-1	9	-2	1.1	-7
Cc1cc(C)cc(NC(=S)NCc2ccncc2)c1	0	-3	-1	-4	3	10	-14	-2.2	11
COc1ccc(C(=O)Nc2ccccc2N2CCN(C(=O)C(C)C)CC2)cc1Cl	-7	5	-4	-9	6	-8	15	-1.7	14
O=C(Nc1ccc(S(=O)(=O)N2CCN(Cc3ccccc3)CC2)cc1)c1cnccn1	-7	-2	6	5	8	7	-2	0.0	6
CC(C)Oc1ccc(C(=O)OCC(=O)N2CCCc3ccccc32)cc1	3	1	1	-16	6	0	-5	-1.0	-2
Nc1cccn2c(-c3ccc(Cl)cc3)cnc12	7	3	7	8	3	14	-4	16	11
CC(Sc1nnc(COc2ccccc2)n1Cc1ccccc1)C(=O)O (stereo not given)	0	2	1	0	1	10	-12	-0.3	-5
